Cneo AK release = causes C. neoformans cell lysis | adenylate kinase release luminescence, 4 h; normalised: neutral wells 0, clomiphene wells 100 | lysis activity, % at 15 µM | hit rate 0.2% among 360,000 | AID 651654;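 active = mean lysis activity across replicates of at least 80%, whatever share of replicates individually reach that level; inactive = mean lysis activity below 80%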
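Test system: log-phase Cryptococcus neoformans yeast cells; Quantity: yeast cell density of 5 × 10^6 cells/mL; Buffer or medium: YPD; Doses: single compound concentration per well; Timing: 4 h at 37 °C static, read 1 h later; Measured by: AK luminescence; Read-out basis: lysis from increased AK signal; Control set: Clomiphene as positive control.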
PAX8 reporter = inhibitors of PAX8 transcriptional activity in RMG-I cells; RMG-I TPO-luciferase reporter, SteadyGlo, 24 h; inhibition, % at 12.6 µM; hit rate 1.2% among 360,000;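 active = mean replicate inhibition at least 60% with every replicate also reaching 60%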;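 also: luciferase light reporting Pax8 driven TPO promoter activity; plate controls were median of neutral control wells for no effect and mitoxantrone controls for full effect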
EWS-Fli inh = inhibitors of EWS/Fli oncoprotein transcriptional activity; AID 651661; hit rate 0.67% among 350,000; A673 NR0B1-luciferase reporter, viability-normalised; inhibition, % at 12.6 µM;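 active = mean inhibition of at least 50% after viability correction, with every replicate also passing that limit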;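 also: firefly luciferase signal divided by Alamar Blue viability fluorescence both relative to DMSO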
CASP6 VEID inh = blocks human caspase-6 cleavage activity; purified caspase-6, Z-VEID-R110 cleavage fluorescence; inhibition, % at 12.5 µM; hit rate 0.53% among 350,000;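 active = mean inhibition across replicates at least about 35%, with every replicate also reaching that limit, limit read from the data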;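 also: 0% = median of neutral control wells and 100% = no fluorescence left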
Target sequence (P55212 24-179 limits assumed): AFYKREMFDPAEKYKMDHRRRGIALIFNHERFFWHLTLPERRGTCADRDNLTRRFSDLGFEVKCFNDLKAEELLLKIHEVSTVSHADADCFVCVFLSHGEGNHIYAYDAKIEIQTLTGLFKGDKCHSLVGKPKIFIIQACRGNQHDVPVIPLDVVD
Target sequence (P55212 194-293 limits assumed): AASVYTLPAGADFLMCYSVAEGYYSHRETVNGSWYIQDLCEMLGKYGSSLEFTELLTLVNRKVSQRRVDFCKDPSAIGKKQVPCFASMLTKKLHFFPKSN
PGC1a acetyl inh = modulators of PGC1a acetylation; AID 651687; U2OS PGC1a acetylation, AlphaScreen anti-acetyl-lysine; with virally co-expressed GCN5 acetyltransferase; inhibition, % at 15.6 µM; hit rate 0.17% among 350,000;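 active = every replicate shows inhibition of at least 40%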;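 also: 0% = neutral control wells and 100% = positive control wells; some results beyond the cut were filed as inactive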
miR122 inh = inhibitors of miR-122 in Huh7 cells; Huh7 miR-122 Renilla luciferase sensor, 48 h; neutral wells = 0, positive control = 100; activation (reporter increase), % at 12.5 µM; hit rate 0.3% among 340,000;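 active = mean replicate activation score at least 90 and every replicate individually at or above 90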;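 also: higher luciferase means less miR-122 activity so hits act as miR-122 inhibitors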
LGR2 antag = blocks bursicon-induced cAMP signaling via Drosophila LGR2 | inhibition, % at 9.99 µM | HEK293 LGR2, CRE-luciferase, bursicon-stimulated, 4 h | hit rate 0.35% among 380,000 | AID 720647;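 active = drop in luminescence signal, shown as inhibition above about 50% in the replicate tests, limit read from the data, passing the limit was not always enough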;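 also: agonist challenge used bursicon conditioned medium at about half maximal strength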
FN deposition inh = fibronectin deposition inhibition; AH1F fibroblasts, Alexa488-fibronectin deposition fluorescence, overnight; inhibition, % at 12.6 µM; hit rate 0.086% among 350,000;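 active = mean inhibition across replicates of 30% or more, regardless of how many single replicates reach that level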;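 also: positive control wells lacked labelled fibronectin entirely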
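material = AH1F fibroblast monolayer depositing Alexa488-labelled fibronectin into matrix | amount = 10000 AH1F cells/well | buffer or medium = DMEM plus 2% serum, read in PBS | incubation = 1 h cell adhesion before compound, then overnight fibronectin incubation | detection = fluorescence at 485 nm excitation, 525 nm emission | evaluation = percent inhibition as loss of matrix-bound fibronectin fluorescence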
* hit, by the source's call; x = no result given; [ ] = another dose, or the depositor's remark.

| SMILES | Cneo AK release | PAX8 reporter | EWS-Fli inh | CASP6 VEID inh | PGC1a acetyl inh | miR122 inh | LGR2 antag | FN deposition inh |
| --- | --- | --- | --- | --- | --- | --- | --- | --- |
| COc1ccccc1NCCC(=O)OCC(=O)NC1CCCC(C)C1C (configuration not stated) | x | 3 | -7 | 0 | x | x | -18 | 3 |
| CO[C@@H]1CN(C)C(=O)c2ccc(NC(C)=O)cc2OC[C@H](C)N(C(=O)C2CC2)C[C@@H]1C | -8 | -1 | -3 | 0 | -8 | x | 9 | -7 |
| CCCCNC(=O)c1ccccc1NC(=O)CCC | x | -63 | 8 | -1 | x | x | 11 | x |
| C=C1CCN([C@@H](CC(C)C)C(=O)N2CCOCC2)S(=O)(=O)c2ccccc21 | -1 | -8 | -3 | 0 | -10 | -6 | -6 | -2 |
| CC(=O)N1CCC(O)(c2ccc3c(c2)OCO3)CC1 | 1 | 18 | -3 | -3 | x | x | 12 | 17 |
| CCCN(C)C[C@H]1Oc2cc(C#CC3(O)CCCC3)ccc2S(=O)(=O)N([C@H](C)CO)C[C@H]1C | 0 | x | 5 | 1 | 4 | 20[16.7 µM] | 9 | x |
| CCOC(=O)c1c(C)[nH]c(C)c1C(=O)CN1C(=O)NC2(CCCCCC2)C1=O | 1 | 14 | 6 | 0 | -8 | -4 | -10 | 6 |
| CCCCn1c(N)c(N(CC(C)C)C(=O)c2cccc(S(=O)(=O)N3CCN(C)CC3)c2)c(=O)[nH]c1=O | x | 3 | -4 | 5 | x | x | -3 | -9 |
| CC(C)Cc1nnc(NC(=O)CCC(=O)N2CCN(c3ccccn3)CC2)s1 | -1 | x | x | x | -7 | -9 | x | 4 |
| CC1CCCCC1NC(=O)CCNS(=O)(=O)c1cc(Br)cnc1N (configuration not stated) | 1 | -11 | 4 | 1 | x | 12 | 16 | 8 |
| CC(=C/c1ccccc1)/C=N/NC(=O)c1nnn(-c2nonc2N)c1CN1CCC(C)CC1 | 0 | 39 | 5 | 0 | x | 1 | 8 | -3 |
| COc1ccc(/C(N)=N/OC(=O)CCCc2ccccc2)cc1 | x | -29 | -21 | -2 | x | 4 | -45 | -9 |
| CCCCn1c(N)c(N(CCOC)C(=O)COC(=O)COc2cc(C)ccc2Cl)c(=O)[nH]c1=O | -1 | -15 | -2 | 8 | -2 | 0 | 13 | -2 |
| COc1ccc(NC(=O)c2ccccc2-c2ccccc2C(=O)O)cc1 | 2 | 15 | 5 | -1 | -2 | 0 | 0 | -2 |
| CCC(C)(C)NC(=O)CN(Cc1cccs1)C(=O)CNS(=O)(=O)c1ccc(F)cc1 | x | -9 | 7 | 2 | x | x | 15 | -25 |
| COc1ccc(-n2cc(CNCc3cccnc3)c(-c3cccc(F)c3)n2)cc1 | 1 | -11 | -24 | -7 | x | -7 | -21 | 3 |
| CNC[C@@H]1OCCCC[C@H](C)Oc2ccc(NS(=O)(=O)c3ccc(Cl)cc3)cc2C(=O)N([C@H](C)CO)C[C@@H]1C | 1 | -8 | 9 | 0 | -5 | 18[16.7 µM] | 7 | x |
| C[C@@H]1CN([C@H](C)CO)S(=O)(=O)c2ccc(/C=C/c3ccccc3)cc2O[C@@H]1CN(C)Cc1cccnc1 | -2 | 48 | 16 | -1 | 10 | 6[16.7 µM] | 16 | x |
| CCCCN(C(=O)NC(=O)Nc1cc(C)ccc1C)S(C)(=O)=O | 1 | x | -8 | 2 | -4 | -6 | -8 | x |
| CN(C)c1cc(O)c(C(=S)Nc2ccccc2)c(N(C)C)c1 | 5 | 5 | x | x | 1 | 3 | x | x |
| Cc1ccc(NS(C)(=O)=O)c(C(=O)c2ccccc2)c1 | 0 | x | x | x | -2 | -3 | x | -7 |
| C[C@@H]1CN([C@H](C)CO)C(=O)c2cc(NC(=O)Nc3ccc4c(c3)OCO4)ccc2O[C@@H](C)CCCCO[C@@H]1CN(C)Cc1ccc(C(=O)O)cc1 | 1 | -6 | -8 | -1 | -7 | 1[16.7 µM] | 0 | x |
| CCC(c1nc2ccccc2[nH]1)n1c(=O)c(-c2ccco2)nc2ccccc21 (configuration not stated) | x | 21 | 0 | 3 | x | x | -13 | -2 |
| Cc1c(NC(=O)c2cc(=O)[nH]c(=O)[nH]2)c(=O)n(-c2ccccc2)n1C | -3 | -15 | x | x | x | -10 | x | -1 |
| C[C@@H]1CN([C@H](C)CO)C(=O)c2cc(-c3ccc(C#N)cc3)cnc2O[C@@H]1CN(C)Cc1ccncc1 | -1 | x | -4 | 1 | 12 | -5[16.7 µM] | -10 | 7 |
| O=S(=O)(Cc1ccccc1)N1CCCCN2[C@H](CO)[C@H](c3ccc(-c4cccnc4)cc3)[C@H]2C1 | 1 | -3 | 16 | -1 | 5 | 8[16.7 µM] | 22 | x |
| O=C(C[C@H]1CC[C@@H]2[C@H](COC[C@@H](O)CN2S(=O)(=O)c2cccc(F)c2)O1)NC1CCC1 | -3 | -7 | -6 | 0 | -1 | 2[16.7 µM] | -1 | -8 |
| C[C@H](CO)N1C[C@H](C)[C@@H](CN(C)CC2CC2)OCCCC[C@H](C)Oc2ccc(NC(=O)Cc3ccccc3)cc2C1=O | x | -4 | 32 | -2 | -2 | x | -1 | x |
| O=C(Cn1[nH]c(=O)c2ccccc2c1=O)N1CC=C(c2ccccc2)CC1 | 0 | 10 | x | 3 | 34 | -2 | -12 | 6 |
| CC(C)NC(=O)N(C)C[C@H]1Oc2ccc(N(C)C)cc2CC(=O)N([C@@H](C)CO)C[C@@H]1C | -3 | 1 | x | -1 | 5 | 3[16.7 µM] | -12 | x |
| CN1C(=O)c2cc(NC(=O)c3ccc(C(F)(F)F)cc3)ccc2OC[C@@H]2O[C@H](CC(=O)NCc3ccc4c(c3)OCO4)CC[C@@H]21 | 2 | 19 | 9 | 2 | -8 | -33[16.7 µM] | 16 | 11 |
| COc1cc(C)nc(NC(=S)N(C)C(=O)c2ccccc2)n1 | -4 | -6 | 9 | -1 | -2 | -4 | -16 | -1 |
| N#Cc1ccc(COC(=O)c2ccc(N3CCCC3)c([N+](=O)[O-])c2)cc1 | x | -26 | 1 | -1 | x | x | -13 | 10 |
| C[C@@H]1CCCCO[C@@H](CN(C)C(=O)Nc2ccc(C(F)(F)F)cc2)[C@@H](C)CN([C@H](C)CO)C(=O)c2cc(NC(=O)Nc3cccc4ccccc34)ccc2O1 | x | x | 5 | -3 | 4 | x | 4 | -4 |
| N#C[C@H]1[C@H](c2ccccc2-c2ccc(F)cc2)[C@@H](CO)N1C(=O)Cc1cccnc1 | x | x | -2 | 0 | 7 | x | 7 | -6 |
| CCC(C)NC(=O)c1cc2c(=O)n3ccccc3nc2s1 (configuration not stated) | -2 | -58 | -27 | 6 | 7 | -12 | -14 | 7 |
| CC(C)N1CCN(C(=O)c2ccc([N+](=O)[O-])cc2)CC1 | 1 | 6 | -15 | -1 | -4 | -4 | -6 | -11 |
| COc1ccc2c3c([nH]c2c1)[C@H](CO)N(C(=O)c1ccccn1)CC31CN(C(=O)C2CCC2)C1 | x | -1 | -1 | -1 | x | x | -15 | 0 |
| CCC(CC)C(=O)c1c[nH]c(C(=O)NCc2ccccc2)c1 | 0 | 3 | 9 | 0 | -51 | 16 | -7 | 2 |
| O=C(C[C@H]1CC[C@H]2[C@@H](COC[C@H](O)CN2Cc2cccc(F)c2)O1)NCC1CCCCC1 | -4 | 11 | 13 | -2 | -1 | 0[16.7 µM] | -6 | 7 |
| CC(C)C(=O)Nc1nnc(SCC(=O)N2c3ccccc3CC2C)s1 (configuration not stated) | -2 | 9 | x | x | 2 | -7 | x | -6 |
| O=C(NN=Cc1ccccc1)C(Oc1ccccc1)c1ccccc1 (configuration not stated) | x | 6 | 6 | 0 | x | x | 17 | 7 |
| CCOc1cc(N2CCOCC2)c(OCC)cc1NC(=O)c1ccc(OC)c(S(=O)(=O)N2CCOCC2)c1 | x | 8 | 8 | 1 | 10 | -4 | 7 | -1 |
| Cc1ccc(S(=O)(=O)Nc2nc(C)cc(-n3nc(C)cc3C)n2)cc1 | -1 | x | x | 2 | 1 | -7 | 5 | x |
| Oc1c(Cl)cc(Cl)cc1CNn1cnnc1 | x | -3 | -6 | -7 | -1 | x | 18 | -1 |
| CS(=O)(=O)N1[C@H](CO)[C@H](c2ccc(C#Cc3cccc(F)c3)cc2)[C@@H]1C#N | 50 | 9 | -2 | -1 | -2 | x | -4 | 3 |
| O=S(=O)(Nc1cccc(-c2ccc3nncn3n2)c1)c1cccs1 | x | -4 | 9 | -2 | x | x | 8 | x |
| CCOC(=O)c1ccc(NC(=O)Cn2nnc(-c3ccc(F)cc3)n2)cc1 | -2 | x | x | x | -8 | -7 | x | -7 |
| CN(C)CC(=O)N[C@H]1CC[C@H](CC(=O)NCc2ccccc2F)O[C@H]1CO | 37 | -20 | -1 | -2 | 7 | x | -2 | x |
| O=C(c1ccccc1Br)N1CCC(c2nc3ccccc3s2)CC1 | x | -1 | 9 | 1 | x | x | -17 | x |
| COc1ccc(C)cc1-n1c(SCC(=O)Nc2cc(C)on2)nc2sc(C)c(C)c2c1=O | 0 | 42 | x | x | -8 | 11 | x | 2 |
| COc1ccccc1N(CC(=O)N/N=C/c1ccccc1C(=O)O)S(C)(=O)=O | x | 13 | 6 | -5 | 0 | x | 5 | 6 |
| O=C(COc1ccccc1F)NCc1ccc(-n2cccc2)cc1 | -3 | 5 | 9 | 6 | -2 | 14 | 10 | -6 |
| CS(=O)(=O)Nc1ccc2c(c1)[C@@H]1C[C@@H](CC(=O)N3CCc4ccccc4C3)O[C@H](CO)[C@@H]1O2 | 12 | -9 | -5 | 2 | 6 | -1[16.7 µM] | -29 | x |
| O=C(CN1CCN(S(=O)(=O)c2ccccc2)CC1)Nc1ccccc1Cl | 5 | x | x | 7 | 2 | x | -2 | -7 |
| Cc1ccc(S(=O)(=O)N[C@H]2CC[C@@H](CCNC(=O)C3CCCCC3)O[C@@H]2CO)cc1 | 0 | -7 | -2 | -1 | -4 | -7[16.7 µM] | 14 | x |

Further structures follow.
| SMILES | Cneo AK release | PAX8 reporter | EWS-Fli inh | CASP6 VEID inh | PGC1a acetyl inh | miR122 inh | LGR2 antag | FN deposition inh |
| --- | --- | --- | --- | --- | --- | --- | --- | --- |
| CCn1c(C)nnc1SCC(=O)Nc1nccs1 | x | 11 | 2 | 0 | -5 | -3 | -18 | 7 |
| O=C(C[C@H]1CC[C@H]2[C@@H](COC[C@H](O)CN2S(=O)(=O)c2ccccc2)O1)NCc1ccc2c(c1)OCO2 | -5 | 4 | 4 | -2 | 3 | -2[16.7 µM] | 3 | 4 |
| Cc1ccc(NC2CCCN(C(=O)c3cc(C(C)C)[nH]n3)C2)cc1C (configuration not stated) | -2 | -1 | -15 | 2 | -1 | -2 | 12 | -5 |
| CN(C)c1ccc(/C=N/NC(=O)c2sccc2-n2cccc2)cc1 | -3 | -19 | -43 | -4 | x | x | -75 | -1 |
| COc1ccccc1C(C(=O)NC1CCCC1)N(C(=O)c1csnn1)C1CC1 (configuration not stated) | 2 | 0 | 3 | 0 | 0 | -3 | -5 | 9 |
| COc1ccc(S(=O)(=O)Nc2ccc3c(c2)CC(=O)N([C@H](C)CO)C[C@H](C)[C@@H](CN(C)C(=O)Nc2cccc4ccccc24)O3)cc1 | 0 | -6 | 2 | 8 | -17 | 40[16.7 µM] | 16 | -9 |
| COc1ccc(CN(C)C[C@H]2Oc3ccc(NC(=O)C4CC4)cc3C(=O)N([C@H](C)CO)C[C@@H]2C)cc1 | -1 | x | 0 | -3 | 6 | 8[16.7 µM] | 7 | 6 |
| O=C1N[C@H](Cc2ccccc2)COC(=O)[C@@H](Cc2ccc(F)cc2)CC/C=C/C[C@H]1CC(=O)N(CCO)Cc1ccccc1 | -2 | 25 | 4 | 3 | 5 | -3 | -2 | -6 |

Bioassay records (PubChem BioAssay)
